From PubChem
RAD52 anneal inh – RAD52 (human) annealing inhibition; recombinant RAD52 DNA annealing, FRET fluorescence; P43351; 360,000 compounds, 0.46% hits; inhibition, % at 18.7 µM;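 active means every replicate showing at least 50% inhibition; inconclusive means mean inhibition at least 50% but not in every replicate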
Target sequence (P43351 whole entry, looked up): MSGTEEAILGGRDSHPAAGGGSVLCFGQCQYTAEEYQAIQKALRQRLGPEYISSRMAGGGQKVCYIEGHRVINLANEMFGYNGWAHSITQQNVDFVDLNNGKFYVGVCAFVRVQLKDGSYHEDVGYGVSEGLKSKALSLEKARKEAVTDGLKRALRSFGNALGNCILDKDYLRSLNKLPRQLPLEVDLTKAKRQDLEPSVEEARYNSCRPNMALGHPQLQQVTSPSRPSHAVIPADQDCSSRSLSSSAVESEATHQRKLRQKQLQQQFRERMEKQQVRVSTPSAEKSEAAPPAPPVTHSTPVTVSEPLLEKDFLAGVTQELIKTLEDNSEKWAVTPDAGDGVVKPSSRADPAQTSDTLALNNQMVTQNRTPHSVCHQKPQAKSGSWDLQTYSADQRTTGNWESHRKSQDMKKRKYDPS
Xi reactivation – reactivates the inactive X chromosome in mouse fibroblasts; activation, % at 7.58 µM; XiGFP mouse fibroblasts, % GFP-positive cells imaging, 3 d; cells co-treated with 5-aza-dC sensitizer; scaled so ellipticine positive control = 100%; 360,000 compounds, 0.055% hits;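 active means mean normalized replicate activation at least 10% and every replicate at or above 10%; inconclusive means only one of the two criteria met; inactive means mean below 10% and not all replicates reach 10%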;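 further: 0% = median of on-plate neutral control wells and 100% = ellipticine 6 µM median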
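System: 68-5-11 XiGFP fibroblast line | Buffer or medium: DMEM containing 5-aza-dC | Compound: Single point | Times: Compounds 3 days, fix/stain 15 min at room temperature | Benchmarks: Positive control ellipticine, 6 µM final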
esBAF inh – SWI/SNF esBAF complex inhibition. mouse ES cells, Bmi1-luciferase knock-in reporter, 24 h; 100% = twice the neutral-well signal. reporter increase, % at 12.5 µM. 350,000 compounds, 2% hits. AID 602393; in the data active means activation above about 40%; inconclusive means no clear call, values can overlap the other calls;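 further: 0% = median of the plate's neutral control wells and 100% = double that signal; a rise in the Bmi1 reporter signal indicates esBAF inhibition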
ERp5 inh – inhibitors of human ERp5 | Q15084 | ERp5 insulin aggregation, absorbance 650 nm, 90 min | inhibition, % at 9.99 µM | 350,000 compounds, 0.05% hits;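 active means mean replicate inhibition above about 25%, with every replicate also reaching it, limit read from the data, passing the limit was not always enough; inconclusive means only one of those two criteria met; inactive means neither criterion met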
Target sequence (Q15084 whole entry, looked up): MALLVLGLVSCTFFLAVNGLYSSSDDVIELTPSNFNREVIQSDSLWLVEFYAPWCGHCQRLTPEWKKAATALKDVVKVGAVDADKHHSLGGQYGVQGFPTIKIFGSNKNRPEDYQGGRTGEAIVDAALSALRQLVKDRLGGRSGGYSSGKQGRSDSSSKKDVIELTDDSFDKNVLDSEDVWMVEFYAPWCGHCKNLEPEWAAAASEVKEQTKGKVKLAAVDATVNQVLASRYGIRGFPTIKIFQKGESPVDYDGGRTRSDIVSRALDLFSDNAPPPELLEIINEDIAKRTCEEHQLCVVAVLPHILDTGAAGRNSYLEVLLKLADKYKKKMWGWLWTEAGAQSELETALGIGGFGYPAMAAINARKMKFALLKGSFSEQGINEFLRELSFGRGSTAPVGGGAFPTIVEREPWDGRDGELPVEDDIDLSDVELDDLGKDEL
E-sel inducer – E-selectin induction on HUVECs | activation, % at 7.58 µM | HUVEC E-selectin immunofluorescence imaging; normalized: neutral wells 0, TNF-alpha wells 100 | 260,000 compounds, 0.37% hits | AID 686992;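 active means mean E-selectin-positive cell signal at least 10% of the positive control, reached in at least 60% of replicates, without over 20% cell loss; inconclusive means no rule given, readout overlaps actives, possibly toxicity-flagged; inactive means the rest, including those meeting only one limit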;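 further: in these data hits start at about 27%; measured in HUVEC primary endothelial cells; signal is the percent of cells scored E-selectin positive by PE staining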
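Read-out basis: % PE-positive cells; Test system: HUVEC primary endothelial cells; Technique: immunofluorescence imaging; Dosing: single-point compound dose.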
ERAP1 HTS inh – inhibitors of human ERAP1 aminopeptidase; recombinant ERAP1, Leu-AMC fluorescence, 60 min; inhibition, % at 10.7 µM; Q9NZ08; AID 652197; 340,000 compounds, 0.15% hits;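 active means mean replicate inhibition of at least 30%, or all replicates individually reaching that 30% level; inactive means mean below 30% and not every replicate reaching it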;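 further: 0% = neutral control wells and 100% = L-leucinethiol positive control wells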
S100A4 MyoIIA – S100A4-myosin IIA interaction inhibition | inhibition, % at 10.7 µM | 360,000 compounds, 0.14% hits | S100A4/TAMRA-MyoIIA peptide fluorescence polarization;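 active means mean inhibition of at least 70% across replicates, with every replicate also reaching that level; inconclusive means mean inhibition reaches 70% but some replicates fall short; inactive means mean inhibition below 70%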
Target sequence (P26447 whole entry, looked up): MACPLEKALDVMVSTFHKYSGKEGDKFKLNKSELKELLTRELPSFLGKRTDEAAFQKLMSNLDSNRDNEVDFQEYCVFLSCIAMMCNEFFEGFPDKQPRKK
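Material: S100A4 monomer protein | Medium: HEPES pH 7.2 with CaCl2, KCl, NaCl, DTT, Triton | Reagent: Labelled myosin peptide probe, 5 nM | Doses: One dose per compound | Times: 5 min incubation before reading | Benchmarks: Neutral control DMSO, positive control TFP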
RAD54 inh – inhibitors of human RAD54 branch migration; 360,000 compounds, 0.14% hits; inhibition, % at 10.4 µM; AID 602329; RAD54 Holliday junction branch migration, FAM/BHQ fluorescence;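 active means mean normalized replicate activity at least 40 and at least half of replicates scoring 40 or more; inconclusive means only one of the two criteria met; inactive means mean below 40 and under half of replicates reaching 40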;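 further: 0% = median of neutral control wells and 100% = median of positive control wells; inhibitors cause a drop in the FAM fluorescence signal; in these data hits start at about 50%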
An asterisk follows results filed as active; ? = inconclusive; . = not tested or not shown; & = joins results of further samples.

SMILES	RAD52 anneal inh	Xi reactivation	esBAF inh	ERp5 inh	E-sel inducer	ERAP1 HTS inh	S100A4 MyoIIA	RAD54 inh
CCC(=O)N1CC(=O)N2[C@H](CO)[C@H](c3ccc(-c4ccccc4F)cc3)[C@@H]2C1	-9	0.0	.	-4	-0.2	0	-2	.
CCC(=O)N(C)C[C@@H]1Oc2ncc(-c3ccc(C(=O)N(C)C)cc3)cc2C(=O)N([C@@H](C)CO)C[C@H]1C	-3	0.0	-1	1	0.3	0	3	-8
COc1ccc(S(=O)(=O)N(C)C[C@@H]2OCCCC[C@@H](C)Oc3ccc(NC(=O)NC(C)C)cc3C(=O)N([C@H](C)CO)C[C@@H]2C)cc1	-14&23	-0.7	10&3	-3&0	1.5	-2&-4	-4&14	-1&3
CC(=O)Nc1cccc(Oc2ncccc2[N+](=O)[O-])c1	-7	0.0	-3	4	-0.1	-1	-1	2
CN1C(=O)c2cc(NC(=O)Nc3ccccc3F)ccc2OC[C@@H]2O[C@@H](CC(=O)O)CC[C@H]21	.	0.7	-3	.	0.2	.	.	-3
Cc1ccccc1NC(=O)C1Cc2ccccc2CN1C(=O)c1ccco1 (configuration not stated)	-19	.	55*	-4	.	-1	-10	8
COc1ccc(-c2ccc([C@H]3[C@H]4C=CC[C@@H](C)[C@@H]4C(=O)N3Cc3ccccc3)c(F)c2)cc1	-6	0.0	-4	-14	-0.1	-2	-8	-11
Cc1noc(C)c1NC(=O)N(C)C[C@H]1OCCCC[C@H](C)Oc2ccc(NC(=O)CCC(F)(F)F)cc2C(=O)N([C@H](C)CO)C[C@@H]1C	5	0.2	-2	-5	-0.2	-2	5	-3
COC(=O)[C@]12CCCCC=C1N(Cc1ccccc1)C(=O)[C@H](CC(=O)NCCc1ccccc1OC)C2	2	0.0	.	-1	0.1	.	32	.
CC(C(=O)N1CCOCC1)c1ccc([N+](=O)[O-])cc1 (configuration not stated)	1	0.3	.	-1	-0.3	-2	-5	.
CC1(C)Cc2c(c(N3CCOCC3)nc3sc(C(=O)N4CCCCC4)c(N)c23)CO1	-15	0.5	-3	0	0.0	-1	0	7
COCCn1c(C(F)(F)F)ccc(NC(=O)c2ccccc2)c1=O	-4	0.0	28	-6	.	3	-4	-11
COCC(=O)Nc1ccc2c(c1)[C@@H]1C[C@H](CC(=O)N3CCCCC3)O[C@H](CO)[C@@H]1O2	.	-0.1	-13	.	-0.1	.	.	0
c1ccc(COc2cccc(CNCc3cccnc3)c2)cc1	-2	0.0	.	3	0.0	4	5	.
C/C=C/c1ccc([C@H]2[C@@H](CO)N(Cc3ccccn3)[C@@H]2CNC(C)=O)cc1	-23	0.3	-2	2	0.0	0	3	0
O=C(NCCCOC(=O)c1ccccc1)c1ccccc1	2	0.0	2	2	-0.4	-2	-1	-1
CCC(C)c1ccc(OCC(=O)Nc2cccc(C(=O)Nc3ccc(C(=O)O)cc3)c2)cc1 (configuration not stated)	0	-0.1	47*	5	0.3	2	1	2
O=C(NCC1CCCO1)c1onc(CSc2ccc(Cl)cc2)c1C(=O)O (configuration not stated)	.	0.1	-5	.	0.2	.	.	-10
C[C@H]1CN([C@@H](C)CO)C(=O)Cc2cc(NC(=O)CCCCCC(=O)Nc3ccccc3N)ccc2O[C@H]1CN(C)Cc1ccc2c(c1)OCO2	-11	-0.2	-21	-4	-4.8	1	7	14
C[C@@H]1CN([C@H](C)CO)C(=O)c2cc(NC(=O)Nc3ccc(C(F)(F)F)cc3)ccc2O[C@@H]1CN(C)C(=O)Nc1ccc(C(F)(F)F)cc1	20	0.1	-7	-2	0.4	2	106*	6
O=C1C2CSCN2C(=O)CN1CCCN1CCN(C(c2ccccc2)c2ccccc2)CC1 (configuration not stated)	-3	0.0	.	4	0.0	-6	-2	2
O=C(Nc1cc(C(F)(F)F)ccc1N1CCOCC1)C1=COCCO1	-12	0.3	-8	0	-0.4	1	10	3
Cc1ccc(Cl)cc1N=C(N)N=C(N)N	-2	0.1	.	0	7.6	0	-2	9
Cc1ccc(S(=O)(=O)N(CC(=O)NC2CC3CCC2C3)c2ccccc2)cc1 (configuration not stated)	-13	0.0	-1	-10	0.3	3	0	2
COc1cc(N(C)C)ccc1C=c1c2ccccc2n2c1cc(-c1ccccc1)[n+]2C	45	1.1	.	4	160*	40*	?	.
C[C@@H]1CN([C@@H](C)CO)C(=O)Cc2cc(NC(=O)C3CCCCC3)ccc2O[C@H]1CN(C)C(=O)Nc1ccc(F)cc1	12	-1.1	-7	-1	-2.4	.	-1	-13
CCOC(=O)CN1C(=O)/C(=C2\SC(=S)N(NC(=O)c3cccnc3)C2=O)c2ccccc21	-22	0.0	3	1	.	0	0	2
Cc1onc(-c2c(Cl)cccc2Cl)c1C(=O)N[C@@H]1C(=O)N2[C@@H]1SC(C)(C)[C@@H]2C(=O)O	-4&-8	-0.1&-0.1	2&2	-4&-1	1.7&0.0	0&3	-3&-10	0&-3
CC(Nc1nc(C(F)(F)F)nc2ccccc12)c1cccs1 (configuration not stated)	-22	0.2	-13	4	.	1	-1	-1
CC(C)C(=O)NC(=S)Nc1ccc(S(=O)(=O)N2CCCC2)cc1	-14	0.2	3	1	.	2	1	3

Reformatted: entries from further up
| smiles | RAD52 anneal inh | Xi reactivation | esBAF inh | ERp5 inh | E-sel inducer | ERAP1 HTS inh | S100A4 MyoIIA | RAD54 inh |
| --- | --- | --- | --- | --- | --- | --- | --- | --- |
| O=C(Nc1cc(C(F)(F)F)ccc1N1CCOCC1)C1=COCCO1 | -12 | 0.3 | -8 | 0 | -0.4 | 1 | 10 | 3 |
| Cc1ccc(Cl)cc1N=C(N)N=C(N)N | -2 | 0.1 | . | 0 | 7.6 | 0 | -2 | 9 |
| Cc1ccc(S(=O)(=O)N(CC(=O)NC2CC3CCC2C3)c2ccccc2)cc1 (configuration not stated) | -13 | 0.0 | -1 | -10 | 0.3 | 3 | 0 | 2 |
| COc1cc(N(C)C)ccc1C=c1c2ccccc2n2c1cc(-c1ccccc1)[n+]2C | 45 | 1.1 | . | 4 | 160* | 40* | ? | . |
| C[C@@H]1CN([C@@H](C)CO)C(=O)Cc2cc(NC(=O)C3CCCCC3)ccc2O[C@H]1CN(C)C(=O)Nc1ccc(F)cc1 | 12 | -1.1 | -7 | -1 | -2.4 | . | -1 | -13 |
| CCOC(=O)CN1C(=O)/C(=C2\SC(=S)N(NC(=O)c3cccnc3)C2=O)c2ccccc21 | -22 | 0.0 | 3 | 1 | . | 0 | 0 | 2 |
| Cc1onc(-c2c(Cl)cccc2Cl)c1C(=O)N[C@@H]1C(=O)N2[C@@H]1SC(C)(C)[C@@H]2C(=O)O | -4&-8 | -0.1&-0.1 | 2&2 | -4&-1 | 1.7&0.0 | 0&3 | -3&-10 | 0&-3 |
| CC(Nc1nc(C(F)(F)F)nc2ccccc12)c1cccs1 (configuration not stated) | -22 | 0.2 | -13 | 4 | . | 1 | -1 | -1 |
| CC(C)C(=O)NC(=S)Nc1ccc(S(=O)(=O)N2CCCC2)cc1 | -14 | 0.2 | 3 | 1 | . | 2 | 1 | 3 |

The listing continues.
SMILES	RAD52 anneal inh	Xi reactivation	esBAF inh	ERp5 inh	E-sel inducer	ERAP1 HTS inh	S100A4 MyoIIA	RAD54 inh
CC1CCCCN1C(=S)Nc1ccc(S(=O)(=O)N2CCCCC2)cc1 (configuration not stated)	-172	0.1	1	6	1.3	-1	-1	2
CO[C@H]1CN(C)C(=O)c2cc(NC(=O)Cc3ccccc3)ccc2OC[C@@H](C)N(CC2CC2)C[C@@H]1C	6	0.2	0	12	-0.1	1	-6	2
CC1CCN(S(=O)(=O)c2ccc(C(=O)Nc3sccc3C(N)=O)cc2)CC1	-7	0.2	24	-3	2.2	8	-1	3
C[C@@H]1CN([C@@H](C)CO)S(=O)(=O)c2ccc(C#Cc3ccccc3)cc2O[C@H]1CN(C)C(=O)c1ccccn1	-8	-0.3	-3	-5	-0.1	3	-10	-16
CN(C)/C=C/C(=O)c1c(F)cccc1F	-8	0.4	.	2	5.0	9	-8	.
COc1cccc(NC(=O)Nc2ccc(C)c(Cl)c2)c1	-16	0.0	55*	3	9.9	4	0	.
Cc1ccc(C(=O)NCc2ccc3c(c2)OCO3)cc1S(=O)(=O)N1CCOCC1	-5	.	0	3	.	0	-3	-6
O=C(C[C@@H]1C/C=C\CCCC(=O)OC[C@@H]2CCCN2C1=O)N[C@H](CO)Cc1ccccc1	-7	0.3	-4	0	0.7	-3	-2	-1
C[C@H]1CN([C@@H](C)CO)C(=O)CCCn2nncc2CO[C@H]1CN(C)C(=O)c1ccccc1	-11&-3	0.6&0.0	-3&4	4&4	6.0&0.1	0	1&3	-4&2
Clc1cccc(CNCC2CCCO2)c1Cl (configuration not stated)	12	0.1	8	3	.	0	-7	-5
COC(=O)c1[nH]c2c(c1C)C(=O)CC(c1cc(OC)ccc1OC)C2 (configuration not stated)	0	0.0	-6	0	1.0	-5	-1	-1
C[C@H](CO)N1C[C@H](C)[C@H](CN(C)C(=O)c2ccc(F)cc2)Oc2ncc(C3=CCCCC3)cc2C1=O	5	-0.7	5	-2	0.0	-2	12	-5
CC(C)CC(=O)Nc1ccnn1C1CCN(C(=O)c2ccc(F)cc2Cl)CC1	0	0.1	8	4	-0.5	-3	-4	0
COc1ccccc1C1C([N+](=O)[O-])=CC([N+](=O)[O-])=CN1C (configuration not stated)	-88	-0.1	.	0	.	9	-14	.
Cc1n[nH]c(C)c1CN(C)C(=O)C1CCC(=O)N(CCc2cccc(F)c2)C1 (configuration not stated)	-5	0.0	-1	-2	0.7	-2	-12	-5
CC(CCc1ccccc1)NC(=O)Cc1ccc([N+](=O)[O-])cc1 (configuration not stated)	-7	0.2	0	0	-0.1	-2	-4	-5
C/C=C/c1cnc2c(c1)C(=O)N([C@H](C)CO)C[C@H](C)[C@@H](CN(C)C(=O)Nc1ccc(OC)cc1)O2	5	-0.3	2	1	0.6	0	-1	2
COc1ccc(-c2[nH]ncc2CN2CCCC(C(=O)c3ccc(OC)cc3OC)C2)cc1 (configuration not stated)	-9	0.0	.	6	0.0	-1	-6	.
O=C(NC1CCCC1)C(c1ccccn1)N(C(=O)c1csnn1)c1ccccc1 (configuration not stated)	-11	0.3	1	3	.	1	-19	-1
CCN1CCN(C(=O)/C=C/c2cccc(Cl)c2)CC1	-14	0.5	.	3	-0.3	1	0	4
COc1ccc(CCNC(=O)c2c[nH]c3ccc(F)cc3c2=O)cc1OC	-6	0.0	-3	1	.	-1	-1	1
CC(CCc1ccccc1)NC(=O)c1nnc(Cc2ccc(F)cc2)o1 (configuration not stated)	27	-0.1	0	-1	-0.1	7	1	-4
Cc1noc(C)c1C(=O)NCC(=O)Nc1ccccc1Br	-17	4.7	-5	1	.	-3	-3	5
COc1cccc(NC(=O)CN(C)C(=O)CN2C(=O)NC(C)(c3ccc4ccccc4c3)C2=O)c1 (configuration not stated)	-129	0.9	.	13	.	-4	0	-2
CCOc1ccccc1C1NC(=O)CCC1[N+](=O)[O-] (configuration not stated)	4	0.0	-5	-4	.	-1	5	-10
CC(O)[C@H]1CNC(=O)C(=O)N1CCc1cccc2ccccc12 (some centres not stated)	-5	0.1	-8	4	-0.3	6	3	-1

Not a hit list (roughly 2.5% active in at least one column).
